# Bioassay records from PubChem BioAssay.
# All columns: NCI-60 one-dose screen, growth in % after 48 h at 10 µM unless noted; 100 = growth as untreated, 0 = no growth, -100 = all killed.
# HOP-62: HOP-62 NSCLC | AID 1794735 | 3.9% of 80,000 active
# MOLT-4: MOLT-4 leukemia cells | AID 1794779 | 6.9% of 80,000 active
# M14: M14 melanoma. 6.2% of 80,000 active. AID 1794745
# CCRF-CEM: CCRF-CEM leukemia. 7% of 77,000 active
# RPMI-8226: RPMI-8226 leukemia cells; 7.5% of 77,000 active
# A549/ATCC: A549/ATCC NSCLC. 3.7% of 81,000 active
# EKVX: EKVX NSCLC. 3% of 71,000 active. AID 1794765
# HOP-92: HOP-92 NSCLC cells | 6.3% of 71,000 active
# Starred values were filed as active, the others as inactive; . = not tested or not shown; & = joins results of further samples; [ ] = remark or other dose. The calls were made as follows: active = growth percent below 10; inactive = the rest.
SMILES,HOP-62,MOLT-4,M14,CCRF-CEM,RPMI-8226,A549/ATCC,EKVX,HOP-92
CC(=O)c1cccc(Br)c1,108,94,108,93,101,103,108,.
C[C@@H]1CC[C@]2(C)[C@H](CC[C@@H]3O[C@@]32C)[C@@]1(C=O)CCc1ccoc1,93,110,101,101,107,97,.,110
Cc1cc(C)c(S(=O)(=O)Nc2ccccc2)c(C)c1,103&101,96&85,111&109,113&86,109&87,83&116,113&109,95&80
O=C(CN1CCN(c2cc(=O)n(-c3ccccc3)c3ccccc23)CC1)Nc1ccc(F)cc1,83,44,76,70,61,75,49,.
Cc1[nH]c2ccccc2c1C(C[N+](=O)[O-])c1ccccc1 (configuration not stated),95,90,100,95,95,90,97,95
Cc1ccc(/C=C/c2nn3c(-c4ccco4)nnc3s2)cc1C,100,98,108,104,109,94,83,94
COc1cc(OC)c(C(=O)/C=C/c2ccc3c(Cl)cc(Cl)c(O)c3n2)c(OC)c1,77,14,62,22,21,55,82,54
COC(=O)C(=O)C1CSC2=C(CS(=O)(=O)c3ccccc32)C1=O (configuration not stated),90,107,104,114,105,107,99,119
COc1ccc2nc(N=Nc3c(N)nc(N)[nH]c3=O)sc2c1,85,111,94,97,92,95,102,109
COC(=O)c1ccc(O)c(CN2CCN(c3cc4c(cc3F)c(=O)c(C(=O)O)cn4C3CC3)CC2)c1,97,109,95,102,104,101,100,87
CC(=O)c1c(C)nc(-c2cc(C)cc(Cl)c2)nc1-c1cccc(Oc2ccccc2)c1,76,28,32,33,46,69,.,38
COc1cc(C(=O)/C=C/c2sc(N(C)Cc3ccccc3)nc2Cl)cc(OC)c1OC,102,73,105,94,77,86,93,63
O=[N+]([O-])c1ccc(O)cc1Br,92,104,96,95,91,103,98,45
CC(C)CCS(=O)(=O)O,.,106,96,97,111,101,.,76
CC(C)NCCCCCSc1ccnc(N)n1,84,95,99,106,110,74,101,132
Cn1cc(/C=C2/C(=O)Nc3ccc(Cl)cc32)c2ccccc21,99,87,116,90,64,101,97,100
CC/C(Br)=C(\Br)Cn1cnc2c(Cl)ncnc21,109,.,72,99,81,93,98,103
O=C(NCc1ccccc1)Nc1cccc2c(NC(=O)NCc3ccccc3)cccc12,102[100 µM],103[100 µM],107[100 µM],102[100 µM],100[100 µM],103[100 µM],112[100 µM],107[100 µM]
O=c1[nH]ncc(Br)c1Br,90,35,-85*,28,24,69,79,62
O=C1c2ccccc2CN1c1ccccc1,107,85,100,106,107,91,113,104
CC(=O)c1ccc2c3ccccc3n(C(C)=O)c2c1,108,81,114,108,85,93,106,70
CCOC(=O)c1cnc2ccccc2c1Nc1cccc(S(=O)(=O)NC)c1,79,61,113,91,92,101,96,108
C[n+]1c(/C=C/c2c[nH]c3ccccc23)ccc2ccccc21,75,9.4*,75,43,41,47,.,38
Cc1ccc(C2=N/C(=C\c3ccccc3)C(=O)O2)cc1,109,91,108,95,103,107,90,.
COc1ccc2cc(C(C)C(=O)Nc3ccc(C(=O)Nc4ccc(S(N)(=O)=O)cc4)cc3)ccc2c1 (configuration not stated),115,96,102,119,103,97,122,77

# A portion taken from the entries so far, as a working copy:
SMILES,HOP-62,MOLT-4,M14,CCRF-CEM,RPMI-8226,A549/ATCC,EKVX,HOP-92
CC(=O)c1cccc(Br)c1,108,94,108,93,101,103,108,.
C[C@@H]1CC[C@]2(C)[C@H](CC[C@@H]3O[C@@]32C)[C@@]1(C=O)CCc1ccoc1,93,110,101,101,107,97,.,110
Cc1cc(C)c(S(=O)(=O)Nc2ccccc2)c(C)c1,103&101,96&85,111&109,113&86,109&87,83&116,113&109,95&80

# Grouped by structure: the entries above with a nitro group on carbon
SMILES,HOP-62,MOLT-4,M14,CCRF-CEM,RPMI-8226,A549/ATCC,EKVX,HOP-92
Cc1[nH]c2ccccc2c1C(C[N+](=O)[O-])c1ccccc1 (configuration not stated),95,90,100,95,95,90,97,95
O=[N+]([O-])c1ccc(O)cc1Br,92,104,96,95,91,103,98,45

# Next section.
SMILES,HOP-62,MOLT-4,M14,CCRF-CEM,RPMI-8226,A549/ATCC,EKVX,HOP-92
N#CC1=C(/C=C\c2ccccc2)C2C(=O)N(c3ccccc3)C(=S)N2C1=O (configuration not stated),111,105,110,100,100,103,106,97
COc1ccc(/C=c2\c(=O)n(-c3ccccc3)c3nnc(-c4ccccn4)n23)cc1,97,103,104,98,99,104,103,96
NC(Cc1ccccc1)(C(=O)O)c1ccccc1 (configuration not stated),92,103,90,94,94,82,108,78
CCOC(=O)c1sc(/N=C2\NC(=O)/C(=C/c3ccc(OC)c(OC)c3)S2)nc1C,69,92,108,97,96,92,96,68
O=C(S)CNC(=O)c1ccccc1,93,88,96,90,94,100,96,75
COc1ccc(-c2nn(-c3cccc(Cl)c3)cc2-c2nc(N)[nH]c(=O)c2C(C)=O)cc1,.,49,81,68,.,72,17,96
COc1ccc(-c2cc(-c3cc(-c4ccc(OC)cc4)nc(N)n3)nc(N)n2)cc1,95,112,104,77,100,98,92,105
CCc1n(O)cc[n+]1[O-],105,103,102,108,103,98,98,.
C=CCN1C(C)(C)NC(=S)C1(C)C,105,94,102,95,106,99,101,101
COC(=O)C1CCCN1C(=O)CNC(=O)OC(C)(C)C (configuration not stated),104,86,103,89,87,96,114,53
Nc1nc2c(s1)CCCc1ccn(S(=O)(=O)c3ccccc3)c1-2,91,108,99,103,100,73,96,81
O=C(NNc1nc(N2CCN(C3CCCCC3)CC2)nc(N2CCN(C(c3ccccc3)c3ccccc3)CC2)n1)c1ccccc1,12,81,69,80,77,54,71,68
N#CCN1C(=O)C2C3=C(CCCC3)SC2N=C1CN1CCCC1 (configuration not stated),90,80,120,.,50,93,96,-2.0*
N#C/C(=C/c1ccc(O)cc1)c1nnc(NC(=O)c2ccc(-n3c(=O)[nH]c4ccccc4c3=O)cc2)s1,117,110,108,100,112,114,105,128
O=C(C1=C(O)CC2c3ccccc3N(Cc3ccccc3)C12)N1CCCCC1 (configuration not stated),104,106,104,109,109,104,98,117
COc1cccc(-c2nn(-c3ccccc3)cc2-c2ccnc(NCCNS(=O)(=O)c3ccccc3)c2)c1,59,13,30,12,19,34,47,19
NC(=O)C(=O)NO,105,100,105,98,103,99,134,108
O=C(Nc1ccc(OS(=O)(=O)c2ccccc2)cc1)C1CCCCC1,94,74,70,.,76,90,84,98
Cc1ccc(NC(=O)CNC(=O)CN2C(=O)c3ccccc3C2=O)cc1,95&91,122&99,97&100,93,88&101,100&100,96,101&82
CCCCCCOC(=O)c1cccnc1,110,.,103,101,107,90,97,100
CCC(C)C1(C2CCCC2)NC(=O)NC1=O (configuration not stated),102&99,106&91,106&98,107&93,106&94,106&100,100&108,92
NCCC1CCCCC1,111,97,95,107,99,97,96,97
COc1cc(C2CC(c3ccc(Cl)cc3)=Nc3c(N)nc(N)nc3N2)ccc1Oc1nc(NCCO)nc(N2CCOCC2)n1 (configuration not stated),72,23,84,60,66,84,76,22
CC[C@H](CC[C@@H](C)[C@H]1CC[C@H]2[C@@H]3CC(=O)C4=CC(=O)/C(=C\c5ccco5)C[C@]4(C)[C@H]3CC[C@]12C)C(C)C,98,79,89,47,86,90,100,87
CC(=O)N1N=C(c2ccc(Nc3nc(NCCO)nc(NCCO)n3)cc2)CC1c1ccc(Cl)cc1 (configuration not stated),94,116,99,114,112,79,92,109
SMILES,HOP-62,MOLT-4,M14,CCRF-CEM,RPMI-8226,A549/ATCC,EKVX,HOP-92
Nc1nccnc1Cl,93,90,108,79,98,103,.,.
CC(=O)Nc1nc(OC(C)=O)c(Cc2cc(Cl)ccc2Cl)s1,87,101,101,97,81,85,93,74
CC1=C(C)C(=O)C(Nc2cccc(C(F)(F)F)c2)=C(Br)C1=O,81,-6.0*,99,-0.6*,-11*,94,73,25
O=C(O)Cc1ccc(N2N=C(c3ccccc3)CC2=O)cc1,87,103,101,98,99,79,96,85
N#Cc1c(Cl)nc(SCc2ccc(F)cc2)nc1-c1ccc(F)cc1,101,81,103,87,91,92,89,75
O=C1NC(=O)/C(=C/c2c(-c3ccccc3)nc3sc(COc4ccccc4)nn23)S1,102,96,96,98,84,97,92,66
CCN(CC)CCC(C#N)c1ccccc1 (configuration not stated),103,110,106,115,105,102,103,86
COCCNC(=O)c1ccc(OC2CCN(Cc3ccc(F)c(F)c3)CC2)c(Cl)c1,98,102,100,100,108,108,.,107
Cc1cc(N)on1,102,100,102,.,110,86,94,81
CCCCCc1ccnc(CC(=O)c2ccc(OC)cc2)c1,.,99,99,88,77,.,92,70
COc1ccc2[nH]c(=S)cc(S)c2c1,81,92,110,95,99,86,122,107
Cc1cc(N=Nc2ccccc2)cc(C)c1NC(=O)C(F)(F)F,.,93,100,88,91,97,89,76
CCOC(=O)C#Cc1c(C(=O)OCC)nnn1[C@@H]1O[C@H](CO)[C@H]2OC3(CCCCC3)O[C@H]21,110,22,59,6.9*,14,95,105,55
S=C=Nc1ccc(N=C=S)cc1,107,75,101,86,101,104,101,.
CCOC(=O)N1CCN(c2oc(-c3ccc(Cl)cc3)nc2C#N)CC1,100,107,100,104,107,106,99,100
O=c1[nH]c(-c2ccncc2)nc2sc3c(c12)CCCCCC3,52,92,85,98,91,44,.,-25*
CCCCN(CCCC)c1nn[nH]n1,110,98,106,108,120,98,112,105
COC(=O)C1(C2CCCCCCCCCCC2=O)NC(=S)NC(=O)C1C#N (configuration not stated),107,110,108,101,114,106,96,113
CON(C)c1nc(N(C)O)nc(N2CCOCC2)n1,88,67,102,81,96,93,88,80
O=C(NCc1cccnc1)c1ncoc1-c1ccc2c(c1)OCCO2,113,100,118,.,115,99,100,132
CC(C)=CCC[C@](C)(O)[C@H]1CC[C@]2(C)[C@@H]1CC[C@@H]1[C@@]3(C)Cc4nccnc4C(C)(C)[C@@H]3CC[C@]12C,95,67,71,68,43,46,71,93
CCOC(=O)CC1CSC(Nc2cccc(C(F)(F)F)c2)=N1 (configuration not stated),108,103,111,88,105,95,112,93
O=[N+]([O-])c1ccccc1C(O)Cc1ccccn1 (configuration not stated),103,110,104,96,104,115,.,92
CC(O)CCc1ccco1 (configuration not stated),96,108,107,92,88,97,105,93
COc1nccc2cc3c(=O)n4c(cc5ccncc54)c(=O)n3c12,95,94,92,94,98,103,.,101
CCCCCCCCCCCC(=O)OC(C)C(=O)Nc1ccccc1 (configuration not stated),97,96,97,.,100,104,.,.
N#CC(C(=O)/C(=N/Nc1nc(=S)[nH]n1N)C(C#N)c1ccccc1)c1ccccc1 (configuration not stated),82,.,103,.,.,77,88,113
CCCC(=O)Oc1cc(C)ccc1C(C)(C)C,101,103,104,115,110,108,106,108
NC(N)=N/N=C/CO,105,96,99,94,103,98,.,108

# Part of the list above, field by field.
> COc1ccc2nc(N=Nc3c(N)nc(N)[nH]c3=O)sc2c1
  HOP-62 = 85 | MOLT-4 = 111 | M14 = 94 | CCRF-CEM = 97 | RPMI-8226 = 92 | A549/ATCC = 95 | EKVX = 102 | HOP-92 = 109
> COc1nccc2cc3c(=O)n4c(cc5ccncc54)c(=O)n3c12
  HOP-62 = 95 | MOLT-4 = 94 | M14 = 92 | CCRF-CEM = 94 | RPMI-8226 = 98 | A549/ATCC = 103 | EKVX = . | HOP-92 = 101
> CCCCCc1ccnc(CC(=O)c2ccc(OC)cc2)c1
  HOP-62 = . | MOLT-4 = 99 | M14 = 99 | CCRF-CEM = 88 | RPMI-8226 = 77 | A549/ATCC = . | EKVX = 92 | HOP-92 = 70
> O=C1c2ccccc2CN1c1ccccc1
  HOP-62 = 107 | MOLT-4 = 85 | M14 = 100 | CCRF-CEM = 106 | RPMI-8226 = 107 | A549/ATCC = 91 | EKVX = 113 | HOP-92 = 104
